# OXTR potentiate = potentiators of human oxytocin receptor; P30559; CHO-OTR cells, Fluo-8 calcium fluorescence, potentiator mode; 0% = oxytocin EC15, 100% = EC100; activation, % at 3 µM; 320,000 tested, 0.061% active; AID 2445;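 active means activation above that plate's cutoff, the mean activation of tested compounds plus 3 SD, cut at about 6.6% in these data, passing the limit was not always enough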;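 further: 100% uses oxytocin at 75 nM as the full agonist control; some results filed as inactive read as strong as hits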
#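 Material: CHO-OTR cells, human receptor; compound dosing: single dose, 3.0 µM nominal final compound concentration; schedule: 6 min compound pre-incubation at room temperature, 100 s kinetic read; measured by: kinetic Fluo-8 calcium fluorescence; read-out basis: % activation vs EC15 and EC100 oxytocin; controls: EC15 oxytocin alone as 0%, 75 nM oxytocin as 100%; replicates: singlicate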
# CHO-K1 Ca PAM = M1 PAM counterscreen hit in parental CHO-K1 cells; AID 602247; activation, % at 3 µM; ATP EC20, Fluo-8 calcium fluorescence; 0% at ATP EC20, 100% at ATP max; 360,000 tested, 0.02% active;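 active means activation above the run cutoff, the mean activation of all test compounds plus 3 SD, cut at about 40% in these data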;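 further: peak over basal fluorescence ratio in a 140 s read after ATP addition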
# TAAR1 antagonist = human TAAR1 antagonism | AID 624466 | 360,000 tested, 1.5% active | inhibition, % at 3 µM | Q96RJ0 | CHO RD-HGA16 TAAR1, Fluo-8 calcium fluorescence, antagonist;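 active means inhibition above a per-plate cutoff, the mean inhibition of test compounds on that plate plus 3 SD, cut at about 49% in these data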;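 further: 0% = DMSO plus EC80 beta-PEA response and 100% = DMSO alone without agonist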
# Target sequence (Q96RJ0 whole entry, looked up): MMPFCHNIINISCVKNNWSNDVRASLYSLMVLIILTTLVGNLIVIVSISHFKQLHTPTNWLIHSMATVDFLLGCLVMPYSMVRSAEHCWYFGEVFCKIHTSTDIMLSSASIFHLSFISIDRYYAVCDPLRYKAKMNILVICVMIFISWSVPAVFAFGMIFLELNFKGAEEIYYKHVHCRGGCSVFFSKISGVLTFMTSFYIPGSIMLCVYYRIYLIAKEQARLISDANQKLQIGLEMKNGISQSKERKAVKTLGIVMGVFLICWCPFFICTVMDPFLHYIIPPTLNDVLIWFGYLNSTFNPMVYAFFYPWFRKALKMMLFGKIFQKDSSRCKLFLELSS
#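 System: RD-HGA16 CHO cells with stable hTAAR1 and Gα16 | Probe or stimulus: EC80 β-phenethylamine stimulus | Dosing: 3 µM, single point | Times: Dye loading 75 min at 37 °C, then 30 min room temperature | Measured by: Fluo-8 calcium-sensitive fluorescence | Read-out basis: % inhibition of agonist calcium response | Replicates: n of 1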
# CHRM1 agonist = activates human CHRM1 receptor | 360,000 tested, 0.33% active | P11229 | activation, % at 3 µM | CHO-K1 hM1, Fluo-8 calcium fluorescence, agonist mode; 0% DMSO, 100% acetylcholine EC100;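 active means activation above the run's mean compound activation plus 3 SD, cut at about 16% in these data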;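 further: peak over basal fluorescence ratio within a 140 s kinetic read after compound addition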
# CHO-K1 Ca antag = M1 antagonist counterscreen hit in parental CHO-K1 cells; ATP-induced calcium, Fluo-8 fluorescence; inhibition, % at 3 µM; 360,000 tested, 0.6% active; AID 602250;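 active means inhibition above a per-plate cutoff, the plate's mean sample inhibition plus 3 SD, cut at about 24% in these data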;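 further: 0% = DMSO plus EC80 ATP and 100% = DMSO alone without ATP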
# CHO-K1 Ca ag = counter-screen for M1 agonists: effect in parental CHO-K1 cells. Fluo-8 calcium fluorescence; scaled to maximal ATP response, vehicle zero. 360,000 tested, 0.48% active. activation, % at 3 µM; in the data active means activation above about 15%;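 further: untransfected CHO-K1 host cells lacking M1 receptor as counterscreen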
# V1R ag counter = counter-screen for oxytocin receptor agonists: human V1a receptor agonists. activation, % at 3 µM. 320,000 tested, 0.25% active. CHO-V1R cells, Fluo-8 calcium fluorescence, agonist mode; 0% DMSO, 100% 3 nM vasopressin. P37288;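 active means activation above the mean activation of all tested compounds plus 3 SD, per screening run, cut at about 20% in these data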;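 further: signal is peak over basal fluorescence ratio across a 100 second FLIPR read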
# Target sequence (P37288 whole entry, looked up): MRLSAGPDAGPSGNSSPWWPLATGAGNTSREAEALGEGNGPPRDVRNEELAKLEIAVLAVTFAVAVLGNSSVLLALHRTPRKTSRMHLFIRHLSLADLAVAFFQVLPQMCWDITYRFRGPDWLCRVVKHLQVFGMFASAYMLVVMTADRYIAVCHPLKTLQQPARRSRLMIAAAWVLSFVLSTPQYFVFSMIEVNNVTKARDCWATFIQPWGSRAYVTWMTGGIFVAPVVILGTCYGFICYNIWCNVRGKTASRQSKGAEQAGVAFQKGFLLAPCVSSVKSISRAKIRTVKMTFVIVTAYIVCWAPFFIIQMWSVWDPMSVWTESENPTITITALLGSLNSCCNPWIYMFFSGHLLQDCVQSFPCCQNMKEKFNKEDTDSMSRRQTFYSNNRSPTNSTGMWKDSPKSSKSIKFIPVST
# CHO parental Ca = counter-screen: ATP calcium response change in parental CHO cells. parental CHO-K1, ATP-induced calcium, Fluo-8 fluorescence. inhibition, % at 5.6 µM. 330,000 tested, 0.63% active;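 active means inhibition above that plate's mean sample inhibition plus 3 SD, cut at about 26% in these data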;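 further: 0% = ATP-challenged DMSO wells and 100% = DMSO wells without ATP; some compounds past the cut are filed as inactive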
#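 Test system: untransfected parental CHO cell line. Compound: one dose, 5.6 µM nominal. Detection: intracellular calcium via Fluo-8 no-wash fluorescent dye. Measure: % inhibition. Benchmarks: ATP-challenged DMSO wells low, unchallenged DMSO wells high.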
# TAAR1 ag = human TAAR1 agonism; activation, % at 3 µM; Q96RJ0; 360,000 tested, 0.99% active; CHO RD-HGA16 TAAR1, Fluo-8 calcium fluorescence; vehicle wells 0%, saturating PEA agonist 100%; AID 624467;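 active means activation above the mean activation of all test compounds in the run plus 3 SD, cut at about 38% in these data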
#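 Signal – calcium-sensitive Fluo-8 signal, excitation 470-495, emission 515-575 nm · System – RD-HGA16 (CHO) cells co-expressing Gα16 and hTAAR1 · Incubation – 17-24 h seeding, 75 min 37 °C dye, 30 min RT · Compound dosing – 3 µM single concentration · Repeats – no replicates (n 1)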
# Active calls of the source: *; x = no result given.
SMILES,OXTR potentiate,CHO-K1 Ca PAM,TAAR1 antagonist,CHRM1 agonist,CHO-K1 Ca antag,CHO-K1 Ca ag,V1R ag counter,CHO parental Ca,TAAR1 ag
COc1ccc2cc(C(=O)NCc3ccccc3)[nH]c2c1,x,-12,2,-2,-10,1.6,x,x,3
CN(C)c1ccc(/C=C(\NC(=O)c2ccccc2)C(=O)N/N=C/c2ccc(C(=O)O)cc2)cc1,-2,-12,9,2,-11,0.7,2.6,5,-2
O=C(NS(=O)(=O)Nc1ccc(Br)cn1)c1c[nH]c2ccccc12,5,-28,0,-1,19,5.7,1.4,-1,2
COc1cccc(CNCc2ccc(OC)cc2OC)c1,-1,-2,-25,-6,-2,0.9,2.7,-17,4
COc1ccc(N/C=C2\C(=O)CCc3c2oc2cc(Cl)c(O)c(Cl)c32)cc1,-14,13,8,-6,-5,-0.1,0.3,-3,5
COc1ccc([N+](=O)[O-])c(S(=O)(=O)c2ccccc2)n1,-5,1,-10,-5,6,-0.1,-0.1,26,0
Cc1cc(NO)c(C(C)C)cc1N=O,-6,9,4,-3,2,3.4,11,6,17
CCn1c(=NC(=O)CSC(C)=O)sc2cc(OC)ccc21,0,9,-24,0,0,0.6,-1.0,-12,-1
COc1cc(NC(=S)N2CCN(S(=O)(=O)c3ccccc3)CC2)cc(OC)c1,x,16,-2,-4,-10,1.5,x,x,1
COc1cccc(CN(c2ccccc2C(=O)O)S(=O)(=O)c2ccc(C)cc2)c1,x,10,-22,-1,-10,0.4,x,x,0
CCOC(=O)[C@]12CCCC=C1N(Cc1ccc3c(c1)OCO3)C(=O)[C@H](CC(=O)NCc1cccc(C(F)(F)F)c1)C2,x,-1,5,x,-5,1.6,x,x,3
CCOC(=O)c1ccc(Nc2nc(C(=O)OCC)nc3ccccc23)cc1,-5,7,41,-3,1,3.1,-1.6,-7,3
CCC(C)NC(=O)CN(c1ccc(OC)cc1)S(=O)(=O)c1ccccc1 (configuration not stated),-13,16,-5,-5,-5,0.3,-0.3,-21,4
CC(=O)Nc1cccc(-c2nc3ccccc3o2)c1,-10,-6,-2,0,-2,0.1,0.4,-11,4
Cc1ccc(NC2=C(N3CCCCC3)C(=O)c3ccccc3C2=O)cc1,-4,21,-2,-7,-6,0.4,-0.5,-14,2
O=C(CN1C(=O)NC2(CCCCCC2)C1=O)Nc1ccccc1[N+](=O)[O-],4,7,-7,-2,-6,0.1,0.2,-13,4
CCCCCN(C(=O)COC(=O)COc1c(C)cc(C)cc1C)c1c(N)n(CCCC)c(=O)[nH]c1=O,-6,12,-5,-1,-3,-0.1,4.2,-15,4
CCc1nc2c(OCc3ccc(F)c(F)c3)cccn2c1N(C)C(=O)c1ccco1,x,0,-21,-7,-5,-0.1,x,x,3
N#Cc1ccc(S(=O)(=O)Nc2ccc3ccccc3n2)cc1,-4,12,-24,-1,-6,5.4,0.9,-9,7
O=C(C1=C(O)C(=O)N(c2ncccn2)C1c1cccs1)c1ccco1 (configuration not stated),6,12,-12,-1,-15,1.9,4.8,7,22
C=CCn1c(CSc2nc3ccccc3s2)nnc1SCC(=O)NCc1cccnc1,-9,13,7,-3,-6,0.4,0.4,-26,35
COc1ccccc1-c1nnc2sc(COc3ccc(F)cc3)nn12,-9,-2,9,-2,-18,1.2,-0.2,-33,6
Cc1ccc(-n2nc(C(=O)O)c3ccccc3c2=O)cc1C,-6,-4,-30,0,16,-0.6,0.4,-10,-1
O=C(COc1ccccc1)NCC(=O)N1CCCC1,-5,4,1,-1,-8,0.1,0.0,-7,4
O=C(NCc1ccco1)C1CCN(c2nc3ccccc3n2Cc2ccccc2F)CC1,-1,14,-7,-6,-8,3.4,-0.2,-17,4

# Four of the entries above in order of their number in TAAR1 antagonist, ascending:
SMILES | TAAR1 antagonist
CCn1c(=NC(=O)CSC(C)=O)sc2cc(OC)ccc21 | -24
COc1cc(NC(=S)N2CCN(S(=O)(=O)c3ccccc3)CC2)cc(OC)c1 | -2
COc1ccc(N/C=C2\C(=O)CCc3c2oc2cc(Cl)c(O)c(Cl)c32)cc1 | 8
COc1ccccc1-c1nnc2sc(COc3ccc(F)cc3)nn12 | 9

# Ordered by length of the SMILES (low to high): part of the list above.
SMILES,OXTR potentiate,CHO-K1 Ca PAM,TAAR1 antagonist,CHRM1 agonist,CHO-K1 Ca antag,CHO-K1 Ca ag,V1R ag counter,CHO parental Ca,TAAR1 ag
Cc1cc(NO)c(C(C)C)cc1N=O,-6,9,4,-3,2,3.4,11,6,17
Cc1ccc(NC2=C(N3CCCCC3)C(=O)c3ccccc3C2=O)cc1,-4,21,-2,-7,-6,0.4,-0.5,-14,2
CN(C)c1ccc(/C=C(\NC(=O)c2ccccc2)C(=O)N/N=C/c2ccc(C(=O)O)cc2)cc1,-2,-12,9,2,-11,0.7,2.6,5,-2

# (next part)
SMILES,OXTR potentiate,CHO-K1 Ca PAM,TAAR1 antagonist,CHRM1 agonist,CHO-K1 Ca antag,CHO-K1 Ca ag,V1R ag counter,CHO parental Ca,TAAR1 ag
O=S(=O)(NCc1nnnn1-c1ccc(F)cc1)c1ccc(F)cc1,x,7,-13,0,1,0.2,x,x,0
COc1ccccc1CCNC(=O)c1csc2c1CCCC2,-3,-8,-38,-7,-12,-0.3,-1.1,1,2
O=C(CN1CCN(Cc2ccccc2F)C1=O)NCC1CCCO1 (configuration not stated),3,-14,-17,2,7,-0.1,1.5,-11,4
C=C(C)c1ccccc1NC(=O)CCN1C(=O)c2ccccc2S1(=O)=O,-8,10,-25,-2,-9,1.4,2.2,-3,0
FC(F)(F)c1ccc(-c2nc3ccccc3s2)cc1,x,6,-27,1,12,0.2,x,x,1
O=C(c1cc2ccccc2o1)N1CCN(S(=O)(=O)/C=C/c2ccccc2)CC1,-7,1,28,-3,-10,6.2,2.6,-3,1
COc1ccc2cnn(-c3ccccc3)c(=O)c2c1OC,2,7,7,-3,4,-0.1,-0.2,-10,11
CC(OC(=O)CCC(=O)c1cccs1)C(=O)NC1CCCCC1C (configuration not stated),-3,6,-12,6,-9,-0.1,-0.6,-19,6
CCCn1nc(NC(=O)C2CCCO2)c2cc3cccc(C)c3nc21 (configuration not stated),-1,-23,-103,2,13,-0.9,-1.2,-24,2
CCC(=O)N(c1nnc(SCC(=O)Nc2ccccc2Cl)s1)C1CC1,-3,15,-20,-6,-14,0.4,-0.1,-14,1
CC1CCCCC12NC(=O)N(CC(=O)Nc1ccc(S(=O)(=O)N3CCOCC3)cc1)C2=O (configuration not stated),-8,-5,0,-5,8,0.2,-0.1,1,3
Cc1cc(C)c(OCCN2CCOCC2)c(Cl)c1,11,17,-20,-4,-8,0.9,0.6,-6,3
CCN(CC)c1ccc2c(O)cc(=O)oc2c1,-26,-4,-4,-3,-12,0.3,-0.1,-26,0
C=CCOC(=O)CC(NC(=O)c1ccccc1)c1ccccc1 (configuration not stated),1,13,8,-6,5,4.9,-0.6,-7,6
CCCCNc1c(N)n(CCC)c(=O)[nH]c1=O,-3,13,18,-4,-4,3.4,0.9,-17,0
Cc1oc2cc(Br)c(O)c(Br)c2c1-c1ccccc1,-14,14,x,-2,-20,1.8,2.0,-10,x
COc1ccccc1-c1cccc([C@@H]2C[C@H]3[C@H](CON3C)CN2Cc2cc(Cl)cc(Cl)c2)c1,x,5,-29,-2,12,0.4,x,x,0
Cc1cc(NC(=O)CSc2nnc(Cc3cccn3C)n2CCc2ccccc2)no1,-8,10,3,-9,-2,0.5,-0.5,-21,0
Cc1ccccc1NC(=O)C1CCC(C)(C(=O)O)C1(C)C (configuration not stated),-13,-2,-20,-2,10,-0.2,0.1,0,2
COCC(=O)Nc1ccccc1C(=O)NC(C)C,-5,-9,8,-4,-1,0.4,0.5,-11,13
COc1cc(S(=O)(=O)N2CCN(c3ccc(F)cc3)CC2)ccc1Cl,-4,20,6,-5,-19,0.7,-0.8,1,11
CC(C(=O)N1CCc2ccccc21)n1cccc1 (configuration not stated),-6,3,-15,-3,-12,0.6,-0.3,-12,9
COC(=O)c1ccc(COc2cc(C)ccc2C)o1,-7,10,-7,-7,-7,2.4,-1.3,12,4
O=C1C=CC(=O)N1c1ccccc1N1C(=O)C=CC1=O,x,-5,2,0,-6,0.3,x,x,3
CCOc1ccc(C(=O)COc2ccc(NC(C)=O)cc2)cc1,-3,-6,14,-2,19,-0.1,0.5,-7,0

# A run of entries of the results above, as a working copy:
SMILES,OXTR potentiate,CHO-K1 Ca PAM,TAAR1 antagonist,CHRM1 agonist,CHO-K1 Ca antag,CHO-K1 Ca ag,V1R ag counter,CHO parental Ca,TAAR1 ag
O=S(=O)(NCc1nnnn1-c1ccc(F)cc1)c1ccc(F)cc1,x,7,-13,0,1,0.2,x,x,0
COc1ccccc1CCNC(=O)c1csc2c1CCCC2,-3,-8,-38,-7,-12,-0.3,-1.1,1,2

# (next part)
SMILES,OXTR potentiate,CHO-K1 Ca PAM,TAAR1 antagonist,CHRM1 agonist,CHO-K1 Ca antag,CHO-K1 Ca ag,V1R ag counter,CHO parental Ca,TAAR1 ag
COc1ccc2c(c1)cc(C)c1nnc(SCC(=O)N(C)c3nc(-c4ccccc4)cs3)n12,-5,-1,11,-2,8,-0.3,0.8,-5,16
COc1ccc(NC2CC(=O)NC2=O)cc1 (configuration not stated),-10,10,-9,-3,5,3.2,-0.3,-2,4
COc1ccc(C2/C=C\CN(C(=O)C3CCCC3)CC(=O)N2Cc2ccc(F)cc2)cc1 (configuration not stated),-1,7,11,4,-13,-0.3,1.2,-25,8
Cc1cc(C(=O)N/N=C/C=C/c2ccccc2)c(C)o1,3,-12,5,-3,5,0.1,-1.2,-6,-1
COc1ccccc1-c1cc(-c2ccccc2)nc(SCC(=O)O)c1C#N,x,-4,-8,-1,-3,-0.2,x,x,5
NS(=O)(=O)c1ccc(CNC(=O)Cn2nc(C(F)F)cc2C(F)F)cc1,-5,-9,-9,-1,2,-0.5,0.0,-2,1
CCOCCCNC(=O)C(c1ccccc1)N(Cc1ccc2c(c1)OCO2)C(=O)CNC(C)=O (configuration not stated),-12,2,-22,-3,6,-0.1,0.5,-3,0
